HADH2 inhib: inhibitors of human HADH2 dehydrogenase; Q99714; recombinant HADH2, NADH fluorescence, beta-hydroxybutyryl-CoA; Potency, µM (doses to about 57.1 µM), without a hit: at the top dose activity change, negative = inhibition, actives largely listed as inhibitors; 73,000 compounds, 3.4% hits; AID 886; also: potency is read from the fitted curve at half-maximal effect; % is scaled to controls: 0 for no effect and ±100 for the full control effect; nearly all actives have a fitted effect of over 60% in size; many of its hits are not listed in these tables
Target sequence (Q99714 whole entry, looked up, one chain of several): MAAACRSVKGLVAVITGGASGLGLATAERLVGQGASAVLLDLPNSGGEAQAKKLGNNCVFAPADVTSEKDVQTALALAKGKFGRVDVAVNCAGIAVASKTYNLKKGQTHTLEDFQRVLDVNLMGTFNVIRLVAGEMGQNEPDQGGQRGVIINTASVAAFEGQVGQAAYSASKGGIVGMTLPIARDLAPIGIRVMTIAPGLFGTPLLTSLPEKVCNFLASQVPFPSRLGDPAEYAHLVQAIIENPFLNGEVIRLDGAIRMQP
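Read-out: 360 nm excitation, 450 nm emission, kinetic over 4 min. Conditions: His-tagged human HADH2 20 nM, pH 9.0 Tris with Tween-20, 1 mM NAD+, 90 uM beta-hydroxybutyryl-CoA.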
15-hLO inh: inhibitors of human 15-lipoxygenase (ALOX15); P16050; Potency, µM (series often up to 57.1 µM), inactives show at the top dose activity change, negative = inhibition, hits mostly inhibitors; 74,000 compounds, 1.4% hits; purified 15hLO-1, xylenol orange hydroperoxide absorbance; also: potency is read from the fitted curve at half-maximal effect; % is scaled to controls: 0 for no effect and ±100 for the full control effect; nearly all actives have a fitted effect of over 55% in size
Target sequence (P16050 whole entry, looked up): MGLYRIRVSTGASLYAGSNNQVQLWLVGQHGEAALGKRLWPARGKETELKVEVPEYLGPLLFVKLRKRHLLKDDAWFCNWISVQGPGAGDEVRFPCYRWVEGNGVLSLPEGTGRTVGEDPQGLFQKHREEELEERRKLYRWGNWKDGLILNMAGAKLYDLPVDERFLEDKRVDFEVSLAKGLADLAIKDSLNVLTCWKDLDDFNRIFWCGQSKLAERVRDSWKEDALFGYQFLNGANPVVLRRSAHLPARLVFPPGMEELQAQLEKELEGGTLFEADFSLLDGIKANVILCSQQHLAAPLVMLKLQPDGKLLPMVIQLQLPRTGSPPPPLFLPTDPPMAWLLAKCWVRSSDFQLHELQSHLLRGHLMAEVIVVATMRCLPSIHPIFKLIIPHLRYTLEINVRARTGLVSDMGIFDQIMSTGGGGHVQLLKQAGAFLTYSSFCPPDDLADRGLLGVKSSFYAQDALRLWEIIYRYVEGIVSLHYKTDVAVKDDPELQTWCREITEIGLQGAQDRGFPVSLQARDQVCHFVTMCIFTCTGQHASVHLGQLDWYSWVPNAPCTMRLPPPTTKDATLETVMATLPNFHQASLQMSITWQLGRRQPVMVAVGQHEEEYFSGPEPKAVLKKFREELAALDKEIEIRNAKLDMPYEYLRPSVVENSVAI
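40 nM 15hLO-1 + cpd, 15 min RT; start w/ 50 uM AA (final), 6 min RT; stop/detect w/ 200 uM XO + 300 uM Fe(II) in 50 mM H2SO4, 30 min; A573/A405. Buffer 25 mM Hepes pH 7.5, 0.01% Triton X-100. No-enzyme wells as negative control.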
HBB splicing: alters splicing of the hemoglobin beta chain; HBB splicing reporter cell assay, activation; EGFP reporter with mutant IVS2-654 intron; response scale: normalised to 500 nM splice-correcting PNA; AID 925; 65,000 compounds, 0.06% hits; Potency, µM (top dose mostly 46.1 µM), for inactives: top-dose activation, actives largely listed as activators; also: potency is read from the fitted curve at half-maximal effect; 0% is about no effect
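Compounds were applied for 2 days to HeLa EGFP-654 cells, 500/well in Optimem with 2% FCS. The reporter's EGFP is disrupted by mis-splicing of beta-globin intron IVS2-654. Readout: summed well GFP fluorescence from 488 nm laser scanning; reference was 500 nM antisense […] 654 PNA.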
GFP derepression: epigenetic modulators derepressing GFP locus in mouse cells | mouse C127i GFP locus derepression, cytometry, 30 h | Potency, µM (highest dose often 46.1 µM), without a hit: top-dose GFP derepression (activation) | 68,000 compounds, 0.09% hits | AID 597; also: % of control where 0% means no effect
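Locus derepression in mouse mammary C127i cells whose integrated CMV-GFP reporter is normally silent; GFP expression after 30 h compound treatment was quantified by counting fluorescent cells.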
Hsp90 Hop PPI: changes Hsp90-Hop TPR2A binding signal, up or down; AID 595; Potency, µM (series often up to 57 µM), inactives show top-dose activity change, negative = inhibition; AlphaScreen TPR2A-His6 binding biotin-Hsp90 C-terminal peptide; 71,000 compounds, 0.44% hits; active = well fitted curve in either direction with a large enough effect; inconclusive = small, poorly fitted or top-dose-only effect, or another doubt; also: potency is read from the fitted curve at half-maximal effect; % is scaled to controls: 0 for no effect and ±100 for the full control effect; many of its hits are not listed in these tables
ERK AVP inh: vasopressin-driven ERK pathway inhibition; 72,000 compounds, 0.99% hits; HEK293-V1b, vasopressin-stimulated pERK AlphaScreen; Potency, µM (top dose mostly 57.5 µM), for inactives: top-dose activity, negative = inhibition, hits mostly inhibitors; AID 995; also: potency is read from the fitted curve at half-maximal effect; % is scaled to controls: 0 for no effect and ±100 for the full control effect; nearly all actives have a fitted effect of over 55% in size
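Phosphorylated ERK1/2 detected via AlphaScreen bead proximity in lysates of V1b-expressing HEK293 cells given 25 nM vasopressin for 5 min after 30 min compound exposure (37 °C). AC50 from Hill equation; basal DMSO 0%, vasopressin 100%.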
CRE Fsk mod: alters forskolin-stimulated CRE reporter signaling in CHO cells; 71,000 compounds, 2.5% hits; AID 662; Potency, µM (highest dose often 38.2 µM), for inactives: at the highest dose activity change, negative = inhibition, usual class: activators; CHO CRE-bla reporter (cAMP response element driving beta-lactamase), forskolin EC10, beta-lactamase ratio; active = well fitted activation curve with a large enough effect in the signal ratio, with a control signal flat, not every such curve was filed as active; inconclusive = small, poorly fitted or top-dose-only effect, or effect the other way, or a change in a side signal; the % refers to the signal ratio; also: potency is read from the fitted curve at half-maximal effect; % of control where 0% means no effect
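AC50 values, positive or negative, reflect shifts in EC10 NKH 477-induced CRE-bla reporter activity in CHO cells. Incubation lasted 3 h at 37 °C before CCF4 substrate (2 h, room temperature) and ratiometric 460/530 nm reading.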
Tau fil binding: binders of human tau filaments; Potency, µM (series often up to 57.1 µM), for the others: at the highest dose activity change, negative = inhibition; recombinant tau filaments, thioflavin S fluorescence, 15 h; filaments grown with octadecylsulfate alongside compound; P10636; 71,000 compounds, 2% hits; AID 596;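 also: potency is read from the fitted curve at half-maximal effect; % is scaled to controls: 0 for no effect and ±100 for the full control effect; actives lower thioflavin S fluorescence by blocking filaments or displacing dye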
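His-tagged recombinant human tau (exons 2, 3, 10; 1 uM final) fibrillized with 30 uM sodium octadecylsulfate, 15 h at 37 C, in pH 7.4 HEPES buffer with 10 uM thioflavine S and 5 mM DTT. Reduced ThS fluorescence (450/510 nm) marks activity.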
Luciferase inh: firefly luciferase inhibition; P08659; purified firefly luciferase, luminescence, 8 min; Potency, µM (doses to about 57.1 µM), inactives show at the top dose activity change, negative = inhibition, usual class: inhibitors; 72,000 compounds, 2.2% hits; AID 411; also: potency is read from the fitted curve at half-maximal effect; % is scaled to controls: 0 for no effect and ±100 for the full control effect; nearly all actives have a fitted effect of over 40% in size
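qHTS concentration-response profiling: light output of P. pyralis luciferase with luciferin and 10 uM ATP, imidazole buffer pH 7.2. Read by luminescence after 8-min room-temperature incubation.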
Ub-GFP proteasome: ubiquitin-GFP accumulation via proteasome inhibition | Ubiquitin-GFP reporter cells, proteasome inhibition, GFP fluorescence; response scale: untreated = 0%, 10 µM MG-132 = 100% | Potency, µM (doses to about 45.9 µM), without a hit: top-dose activation (GFP accumulation), most hits filed as activators | 67,000 tested, under 10 active | AID 526; active = well fitted activation curve with a large enough effect, not every such curve was filed as active; inconclusive = small, poorly fitted or top-dose-only effect, or another doubt; inactive = no such curve, though single readings can be large or run the other way; also: potency is read from the fitted curve at half-maximal effect
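U2OS Ub(G76V)-GFP reporter; O/N plating, 0.5% FBS; cpd 46 uM–2.9 nM, 4 h, 37 °C; GFP+ cell count, 488/515 nm; norm. to basal vs 10 uM MG-132; CRC fit.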
DNA Pol III inh: inhibitors of bacterial DNA polymerase III holoenzyme | reconstituted DNA polymerase III holoenzyme replication, biochemical | Potency, µM (highest dose often 57.1 µM), for inactives: at the highest dose activity change, negative = inhibition | 71,000 compounds, 0.25% hits; also: potency is read from the fitted curve at half-maximal effect; % is scaled to controls: 0 for no effect and ±100 for the full control effect
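Reconstituted *E. coli* holoenzyme (0.35 nM Pol III, 1 nM beta, 154 nM SSB, 2 nM primase) was preincubated with compound for 15 min at RT. Synthesis on 1.4 nM ssM13Gori ran 35 min, then was stopped with PicoGreen/EDTA and read as dsDNA fluorescence.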
* marks the source's active call; other numbers are inactive results; ? = inconclusive; . = not tested or not shown; [ ] = dose if it differs, or a comment. Unless noted, calls follow the shape of the dose curve; as a rule, active = well fitted curve in the direction sought with a large enough effect; inconclusive = small, poorly fitted or top-dose-only effect, or another doubt; inactive = no such curve, though single readings can be large; an effect the other way counts as inactive or inconclusive. An excerpt, so the mix of outcomes need not match the whole.

SMILES	Luciferase inh	GFP derepression	HBB splicing	15-hLO inh	ERK AVP inh	DNA Pol III inh	CRE Fsk mod	Tau fil binding	Ub-GFP proteasome	HADH2 inhib	Hsp90 Hop PPI
COc1ccc(C2(O)CCN(CC(=O)Nc3nccs3)CC2)c(OC)c1	2%	13%	.	3%	-19%	3%	1%	1%	-1%	8%	0%
O=C(NCc1ccco1)c1ccc(CS(=O)(=O)Cc2ccc(F)cc2)o1	0%	-1%	0.2%	0%	18%	-12%	-9%	7%	2%	3%	-5%
O=C(c1cnn2c(C(F)(F)F)cc(-c3ccc4c(c3)OCO4)nc12)N1CCCCC1	4%	-1%	.	-2%	-16%	-4%	1%	-2%	0%	5%	1%
CCCCOC(=O)CSc1nc2c(c(=O)[nH]c(=O)n2C)n1C/C=C(\C)Cl	1%	-1%	3.2%[1.84 µM]	-7%	3%	-9%	22%	1%	0%	?	-3%
Cn1c(=N)c(S(=O)(=O)c2ccc(F)cc2)cc2c(=O)n3ccccc3nc21	4%	0%	0.6%[57.5 µM]	?	-12%	0%	1.6µM*	-10%	0%	5%	-1%
CCN(CCCNC(=O)CC(C(=O)N1CCc2ccccc21)n1ccnc1)c1ccccc1 (centres undefined)	3%	0%	3.4%[57.5 µM]	22%	-30%	0%	-11%	-15%	3%	-8%	-15%
CS(=O)(=O)Nc1cccc(-c2cncnc2-n2ccnc2)c1	2%[2.29 µM]	2%[9.22 µM]	-3.1%	-27%	?	-4%	?	-8%	-3%	-22%	9%
O=C1CC(N2CCC(O)CC2)C(=O)N1c1ccc(Br)cc1 (centres undefined)	0%	0%	-2.9%	-18%	7%	1%	0%	-8%	-12%	-4%	2%
O=C(NCC1CCCO1)c1cc2n(n1)C(C(F)(F)F)CC(c1ccc(F)cc1)N2 (centres undefined)	2%	-2%	.	-2%	-15%	-3%	2%	-16%	-4%	2%	-3%
Oc1ccc(Cl)cc1/C=N/c1nc2ccccc2[nH]1	-2%	-2%	-1.3%[0.0738 µM]	-5%[11.4 µM]	-11%	-8%[11.4 µM]	?	2%[11.4 µM]	-2%[9.17 µM]	-11%[11.4 µM]	-6%[11 µM]
OB(O)O	.	.	0.1%	-1%	9%	-1%	-12%	-2%	.	2%	2%
COc1ccc2oc(C(=O)OCC(=O)c3ccc4c(c3)OCCO4)c(C)c2c1	-46%	0%	1.6%	5%	-2%	-1%	-5%	0%	-3%	-4%	-2%
Cc1nn(-c2ccccc2)c2sc(C(=O)C(C#N)c3ccccn3)cc12 (centres undefined)	-1%	-2%	2.1%[57.5 µM]	13%	-24%	2%	74%	55%	2%	-12%	0%
CCCCN(CC)CCCNC(=O)c1cc2cc3ccc(OC)cc3nc2o1	2%	2%	-2.4%	-3%	14%	-6%	?	144%	-16%	?	-3%
COc1cc(NC(=O)C2CC(c3cccc(OC)c3OC)=NO2)cc(OC)c1OC (centres undefined)	-1%	4%	3.6%	7%	-20%	-2%	?	-12%	4%	?	-2%

The listing continues.
SMILES	Luciferase inh	GFP derepression	HBB splicing	15-hLO inh	ERK AVP inh	DNA Pol III inh	CRE Fsk mod	Tau fil binding	Ub-GFP proteasome	HADH2 inhib	Hsp90 Hop PPI
Cc1ccc(NC(=O)c2cc(N(C)C)ccc2[P+](=O)O)cc1	-24%	2%	-1.4%	0%	4%	-2%	?	-2%	-2%	-6%	-4%
COCc1cc(C)nc(Nc2ccc(C)c(C)c2)c1C#N	2%	0%	-0.5%[9.22 µM]	-2%	12%	-2%	?	59%	-8%	-5%	-2%
Cc1ccc(C(=O)C2=C(O)C(=O)N(CCCN3CCOCC3)C23C(=O)N(C)c2ccccc23)o1 (centres undefined)	3%	4%	3.4%[1.84 µM]	8%	-3%	-3%	-4%	-4%	11%	-8%	2%
CCCCn1c(SCC(=O)NCCc2ccc(OC)c(OC)c2)nc2c1c(=O)n(C)c(=O)n2C	3%	-2%	3.2%	5%	-19%	-5%	?	2%	12%	14%	-3%
CCOc1cc(-c2c(C)c(CC)nc(N)c2C#N)ccc1O	2%	-3%	.	-5%	?	0%	?	5%	-1%	-21%	-3%
C/C(Cl)=C\Cn1c(N2CCCCCC2)nc2c1c(=O)n(C)c(=O)n2C	-1%	1%	.	-14%	-26%	0%	13%	6%	0%	-1%	-1%
COc1ccc(C(=O)Nc2ccc(OC)c(OC)c2)cc1	25µM*	-2%	-0.6%	-2%	-9%	-5%	11%	4%	4%	-2%	-7%
O=C(CSc1n[nH]c(=O)[nH]c1=O)c1ccccc1	1%	-1%	-4.7%	12%	-1%	-16%	-14%	-2%	-6%	-9%	0%
CCOC(=O)c1nc(NCc2cccnc2)c2ccccc2n1	0%	0%	-0.8%	3%	-29%	-3%	?	56%	2%	-5%	-5%
COc1ccc(Oc2ncc3nc(C)c(=O)n(CCc4ccccc4)c3n2)cc1	0%[11.4 µM]	0%[9.22 µM]	0.2%	9%	-17%	-6%	2.5µM*	1%	0%	1%	-9%
O=C1CCCC/C1=C/Nc1ccc2c(c1)OCO2	-28%	3%	0.1%[57.5 µM]	-25%	2%	4%	0%	-13%	-3%	?	-9%
COc1ccc(C)cc1S(=O)(=O)NC1CCCCC1C (centres undefined)	3%	-2%	-1.1%	-1%	12%	-1%	-7%	-23%	-2%	9%	-2%
CCOC(=O)N1CCN(CC(O)COc2c(OC)cccc2OC)CC1 (centres undefined)	2%	2%	-0.5%	-2%	-11%	-4%	-1%	-3%	1%	10%	-5%
COc1ccc2nc(NC(=O)Cc3ccc(OC)c(S(=O)(=O)N4CCOCC4)c3)sc2c1	-10%	1%	-2.9%	-11%	24%	-4%	?	10%	-8%	-6%	1%
O=c1c(-c2cc(F)cc(F)c2)nc2cncnc2n1Cc1ccccc1Cl	0%[11.4 µM]	0%[9.22 µM]	1.7%	5%	?	-8%	?	?	9%	-8%	-11%

(next part)
SMILES	Luciferase inh	GFP derepression	HBB splicing	15-hLO inh	ERK AVP inh	DNA Pol III inh	CRE Fsk mod	Tau fil binding	Ub-GFP proteasome	HADH2 inhib	Hsp90 Hop PPI
CCOc1cc(C2CC(=O)Nc3cc(C)c(C)cc32)ccc1O (centres undefined)	2%	1%	-0.3%	-6%	-25%	2%	11%	4%	4%	-18%	-5%
O=C(Nc1cc(=O)[nH]c2ncnn12)c1ccccc1Cl	2%	-3%	2.0%	16%	5%	-10%	-7%	9%	1%	-7%	-5%
CCOCCCNc1nc2ccccc2[nH]1	-21%	3%	3.9%	7%	-21%	2%	19%	1%	-3%	-3%	-4%
COc1cccc2cc(C(=O)N(C)C)c(=O)oc12	0%	3%	-0.8%	17%	-7%	4%	-1%	-5%	-1%	1%	-1%
CCn1c(SC)nc2c(c1=O)SC(C)C2 (centres undefined)	-1%	3%	3.7%	5%	27%	-3%	43%	-10%	-14%	-9%	-19%
O=C1CCC(=O)N1CCC(c1ccc(F)cc1)c1ccco1 (centres undefined)	1%	4%	-2.1%	-1%	-20%	-5%	4%	-1%	3%	2%	-4%
CC(=O)OC(C(=O)NC1CCCCC1)c1ccccc1 (centres undefined)	-2%	0%	.	11%	4%	-4%	-4%	-9%	-5%	12%	1%
CCOC(=O)C1CCN(Cc2ccc(F)cc2)CC1	1%	-1%	0.6%	4%	-11%	-5%	-4%	6%	-3%	3%	0%
O=C(c1cnccn1)N1CCC2(CC1)CN(c1ccncc1)C2	0%[11.4 µM]	-3%[9.22 µM]	4.4%	1%	13%	3%	1%	-9%	-4%	?	1%
Cc1onc(-c2c(F)cccc2Cl)c1C(=O)Nc1cccc(Cn2cccn2)c1	0%	4%	-0.7%	-2%	-18%	-9%	?	1%	-3%	12%	-3%
COc1cc(-c2nnc(COC(=O)C3c4ccccc4Oc4ccccc43)o2)cc(OC)c1OC	2%	-2%	-0.4%[57.5 µM]	-9%	-17%	-1%	27%	14%	-4%	9%	5%
CCN1C(=O)C(CC(=O)N2CCN(C(c3ccccc3)c3ccccc3)CC2)N(CC)C1=O (centres undefined)	0%	-3%	0.6%	4%	-12%	2%	-6%	-1%	-2%	14%	-2%

Screens (PubChem BioAssay)
